PrPC TRFRET: cell surface PrPC inhibition, primary TR-FRET screen; P04156; AID 720596; inhibition, % at 13.8 µM; 370,000 compounds, 0.43% hits; TR-FRET read-out; in the data active = inhibition above about 24%; also: 0% = median of the test wells and 100% = reference compound wells
FadD28 FP inh: inhibitors of Mycobacterium tuberculosis FadD28 bisubstrate binding; 360,000 compounds, 0.22% hits; inhibition, % at 12.5 µM; FadD28 bisubstrate probe binding, fluorescence polarization; AID 588549; in the data active = inhibition above about 8.5%, passing the limit was not always enough; inconclusive = no clear call, values can overlap the other calls
UGM FP inh: Mtb UDP-galactopyranose mutase inhibition; P9WIQ1; AID 504406; 320,000 compounds, 0.06% hits; purified UGM, fluorescence polarization probe displacement; inhibition, % at 10 µM; in the data active = inhibition above about 10%, passing the limit was not always enough; inconclusive = no clear call, values can overlap the other calls
Target sequence (P9WIQ1 whole entry, looked up): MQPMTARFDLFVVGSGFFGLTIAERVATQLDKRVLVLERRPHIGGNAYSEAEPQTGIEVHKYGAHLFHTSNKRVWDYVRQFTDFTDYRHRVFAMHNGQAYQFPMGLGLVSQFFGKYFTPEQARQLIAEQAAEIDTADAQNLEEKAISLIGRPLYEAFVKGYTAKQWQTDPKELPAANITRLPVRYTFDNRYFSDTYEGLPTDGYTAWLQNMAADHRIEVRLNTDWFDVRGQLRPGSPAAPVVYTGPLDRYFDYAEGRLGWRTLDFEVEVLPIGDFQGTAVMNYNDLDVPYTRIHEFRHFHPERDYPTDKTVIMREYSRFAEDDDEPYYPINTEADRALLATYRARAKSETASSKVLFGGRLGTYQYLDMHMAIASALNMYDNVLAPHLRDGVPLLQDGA
CCHF vOTU inh: blocks the CCHF virus ovarian tumor domain protease; CCHFV vOTU protease, Pep-AMC fluorescence; inhibition, % at 11.5 µM; 370,000 compounds, 0.55% hits; AID 651958; also: 0% = vehicle wells with enzyme and 100% = no enzyme wells
BoNT F protease: BoNT F light chain protease inhibition | Multiplex microsphere protease cleavage assay, flow cytometry | 360,000 compounds, 0.22% hits | inhibition, % at 10 µM; in the data active = inhibition above about 35%, passing the limit was not always enough; inconclusive = no clear call, values can overlap the other calls; also: plate controls were buffer without enzyme for full effect and enzyme alone for no effect
GDH-TPI inh: GDH-TPI coupled enzyme inhibition counter-screen. GDH-TPI coupled enzyme counterscreen, NADH absorbance. 360,000 compounds, 1.2% hits. inhibition, % at 4.8 µM;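 also: 0% = DMSO wells and 100% = wells lacking the enzyme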
Mtb FBA inh: Mtb fructose-bisphosphate aldolase inhibition; purified M. tuberculosis FBA, fluorescence read-out; inhibition, % at 1 µM; 360,000 compounds, 2.3% hits; AID 588726; in the data active = inhibition above about 27%;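 also: 0% = vehicle and 100% = reference inhibitor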
Target sequence (P9WQA3 whole entry, looked up): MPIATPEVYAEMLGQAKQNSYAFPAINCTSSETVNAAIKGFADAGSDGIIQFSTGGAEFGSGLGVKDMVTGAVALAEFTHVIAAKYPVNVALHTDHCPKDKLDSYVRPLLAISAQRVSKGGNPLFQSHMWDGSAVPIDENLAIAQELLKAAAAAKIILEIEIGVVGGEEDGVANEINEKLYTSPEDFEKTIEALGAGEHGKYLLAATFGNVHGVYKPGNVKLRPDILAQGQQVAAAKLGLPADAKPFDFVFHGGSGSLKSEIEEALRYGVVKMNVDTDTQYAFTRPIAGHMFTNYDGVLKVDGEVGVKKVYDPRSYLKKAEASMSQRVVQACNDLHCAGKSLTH
BoNT-A LC inh2: BoNT A light chain protease inhibition; inhibition, % at 10 µM; 360,000 compounds, 0.17% hits; multiplex microsphere protease substrate cleavage, flow cytometry; in the data active = inhibition above about 30%; inconclusive = no clear call, values can overlap the other calls; also: plate controls were buffer without enzyme for full effect and enzyme alone for no effect
BioA inh: blocks M. tuberculosis BioA enzyme activity; 360,000 compounds, 0.096% hits; inhibition, % at 9.99 µM; purified M. tuberculosis BioA enzyme, plate reader; in the data active = inhibition above about 40%; inconclusive = no clear call, values can overlap the other calls
An asterisk follows results filed as active; ? = inconclusive; . = not tested or not shown; + = active, no number. Rule as the data show it, unless noted: active = inhibition above about 30%; inactive = the rest.

Every second line gives: PrPC TRFRET, FadD28 FP inh, UGM FP inh, CCHF vOTU inh, BoNT F protease, GDH-TPI inh, Mtb FBA inh, BoNT-A LC inh2, BioA inh
- Cc1ccc(C(=O)NC2CCS(=O)(=O)C2)cc1S(=O)(=O)N1CCOCC1 (configuration not stated)
    -4, -3.2, 1.1, -9, -5, 6, -3, -0.5, 0.1
- CS(=O)(=O)N1Cc2cc(C(=O)NCC3CC3)nc(-c3cccc(-c4cccnc4)c3)c2[C@H]1CCO
    5, ., ., 6, 2, ., ., 0.6, .
- CCOc1ccc(NC(=O)Nc2ccc3c(c2)N(C)C(=O)CS3)cc1
    10, 0.0, 1.9, -3, -4, 3, 1, 0.2, -0.7
- Cc1ccc(N(Cc2ccccc2)C(=O)c2ccc(F)c(S(=O)(=O)N3CCOCC3)c2)cc1
    -2, -1.8, 2.9, -7, -25, 13, -1, -9.0, 0.7
- Cc1csc2ncc(C(=O)N3CCCc4ccccc43)c(=O)n12
    -6, -0.3, -0.1, 21, 0, 37*, 6, -0.2, -2.7
- CC(Sc1nnnn1C)C(=O)Nc1cc(S(=O)(=O)N2CCCCC2)ccc1Cl (configuration not stated)
    5, -1.5, 2.7, 3, 3, 7, -1, -0.3, 0.5
- COCC(C)n1c(C)cc(C(=O)COC(=O)c2cccn2C)c1C (configuration not stated)
    -6, -0.4, 0.2, 1, -15, 8, 5, -0.7, -0.4
- Cc1ccc(-c2cc(C(F)F)nc(NCc3cccs3)n2)cc1
    -8, -4.9, 2.7, 8, -8, 7, -1, -0.4, .
- O=C(Oc1ccc(Cl)c2cccnc12)c1cccnc1
    3, -3.6, 5.4, 6, 10, -4, -4, 1.2, -1.0
- CC1CCCCN1CCNC(=O)C1CCN(S(=O)(=O)c2cccc3cccnc23)CC1 (configuration not stated)
    -3, -1.8, 4.7, -2, -11, 4, -1, -4.3, 0.0
- COc1ccc(Cn2c(=O)[nH]c3cc(C(=O)N4CCN(c5ccc(C(C)=O)cc5)CC4)ccc3c2=O)cc1
    3, ., 0.5, 6, 0, 7, 0, 1.1, -1.7
- CCOC(=O)c1sc(=NC(=O)c2cccc(Br)c2)n(C)c1C
    4, -4.3, -1.3, 15, 2, -15, -8, 0.5, -1.2
- Cc1ccc(NC(=O)Cn2nc(-c3ccco3)ccc2=O)cc1Cl
    -3, -5.1, 1.6, -6, -4, 7, 9, 1.5, 0.4
- COC(=O)C1=C(C)N(c2ccc(OC)c(OC)c2)C(=O)/C1=C\c1ccco1
    -13, -0.5, -2.4, 11, -5, 13, -2, -0.8, .
- Cc1cc(C)n(-c2cc(-n3nc(C)cc3C)ncn2)n1
    -3, -2.3, -2.2, -2, 0, -5, 0, -0.5, .
- Cc1cccc(NS(=O)(=O)c2ccc3c(c2)CCN3C(=O)CCC(=O)O)c1
    4, 0.5, 0.8, -4, -6, 3, 1, -1.9, 0.6
- COc1cc2cc(CN(Cc3ccc4c(c3)OCO4)C(=O)c3ccco3)c(=O)[nH]c2cc1OC
    -6, 1.9, 0.0, 0, -8, 15, 8, -2.4, .
- CCCn1nnnc1SCC(=O)c1ccc2c(c1)OCCO2
    0, -1.8, -2.4, 0, 4, -13, -13, 0.4, 1.8
- O=C(c1cc2ccccc2o1)N1CCN(c2ccccn2)CC1
    -3, 2.2, -1.1, -6, 14, -3, 2, 1.7, -0.5
- C=CCOc1ccc(/C=C2\SC(=S)N(N3CCOCC3)C2=O)cc1
    4, 0.8, 0.7, -26, ?, -1, 0, 1.4, -1.7
- Cc1cc(CN(C)C(=O)C2CCC(=O)N(CCc3cccc(F)c3)C2)on1 (configuration not stated)
    -3, -3.8, -1.9, 4, -3, -10, -1, -1.5, 0.7
- COc1cc(OC)cc(C(=O)Nc2nnc(Cc3ccc(OC)c(OC)c3)s2)c1
    -4, -2.4, 1.5, -13, 0, 3, 2, -0.1, -1.4
- COc1ccc(CC(=O)NCCCc2ccccc2)cc1OC
    6, -1.9, 5.8, 9, 16, 2, 0, 0.7, .
- CCCCN(C(=O)Nc1ccc(Cl)cc1)C1CCN(C(C)=O)CC1
    0, -3.4, 1.2, -3, 7, -10, 1, 5.2, 2.5
- O=C(NCc1ccco1)C1CCCN(S(=O)(=O)c2ccc(Br)cc2)C1 (configuration not stated)
    15, 0.2, -0.1, 8, -4, 5, 1, -2.2, .
- Cc1ccc(CNC(=O)Cn2ncn3cccc3c2=O)cc1
    0, -1.6, -2.4, -1, -4, 6, 2, -0.4, -1.8
- CC1(C(=O)NCc2ccccc2)CCC(=O)N1CCOc1ccccc1 (configuration not stated)
    -3, -0.1, ., -4, 0, ., 4, 0.8, 11
- COc1ccc(CN/C=C2\CCCCC2=O)cc1
    ., -5.3, -1.2, ., -4, 6, -4, ?, -0.4
- ClCCCc1cn(C[C@H]2CC[C@@H]([C@@H]3CC[C@H](Cn4cc(CCCCl)nn4)O3)O2)nn1
    -2, -1.9, -0.9, 1, 3, 5, 4, 0.4, 0.4
- O=C(O)c1ccccc1-c1cn2cc(Cl)ccc2n1
    -5, -2.8, 0.9, 11, -4, 7, 2, -0.1, .
- CC[C@@H]1C(c2ccccc2)=NN(c2ccccc2)[C@H]1C(=O)N1CCOC1=O
    11, -1.3, ., 22, 2, 11, 11, 0.9, -3.2
- CCN(CC)c1ccc(S(=O)(=O)N2CCCCC2)cc1NC(=O)C1CSC2(C)CCC(=O)N12 (configuration not stated)
    0, -2.1, 1.7, 19, -1, 18, 3, 0.0, -6.3
- Cc1ccc(NC(=O)CSc2ncc3ccccn23)cc1C
    -9, -0.8, -0.8, 12, -2, 2, 5, 0.7, .
- CCOC(=O)/C(C(=O)Nc1ccccc1Br)=C1/NC(C)(C)Cc2ccccc21
    -4, -0.2, 0.4, 1, 2, 28, 2, 1.5, -0.7
- O=C(c1ccc2nc(N3CCOCC3)sc2c1)N1CCC(Cc2ccccc2)CC1
    22, -3.8, -0.1, 3, 0, 2, 0, -0.7, 0.4
- COC(=O)c1ccccc1NC(=O)C1CCN(c2ncnc3c2nc2n3CCCCC2)CC1
    8, -0.5, 2.7, 1, ., 8, 2, ., 2.1
- COc1ccc(-c2noc(CCC(=O)N(C)c3cccc(C)c3)n2)cc1
    1, -2.8, -0.1, 5, -6, -8, 2, 0.0, -0.2
- Cc1ccccc1NC(=O)Cc1nnc(SCC(=O)NC2=NCCS2)n1C
    -1, -0.7, 2.7, 3, 11, -9, -1, 1.1, -1.2
- CCOC(=O)Cn1ncc2c(=O)oc3ccccc3c21
    -6, -0.9, 0.9, 9, -9, -7, 3, -0.7, 0.3
- CCOc1cc(/C=C2\SC(=N)N(c3nonc3N)C2=O)ccc1OCC(N)=O
    -3, -0.5, 1.8, -18, -8, 23, 0, -0.9, -1.0
- COc1ccnc(Oc2ccc(C)cc2C)c1C#N
    7, -4.5, 2.7, 3, 5, -1, 4, -1.0, -0.7
- COc1ccc(OC)c(CCNC(=O)CCc2cn(C)c3ccccc23)c1
    0, -1.9, 1.6, -8, 13, -3, 3, 2.7, -0.7
- O=C(Nc1cccc(Cl)c1)OCc1cn(-c2ccccc2)nn1
    1, -1.7, 0.8, -14, -4, -4, 1, -0.4, 1.5
- Cc1nc(-c2cccc(NS(=O)(=O)c3ccccc3)c2)cs1
    -5, -4.0, -1.3, 8, 2, 4, 3, -0.2, -0.3
- NC(=O)c1cc2ccc(O)cc2oc1=NCc1ccccc1
    3, -2.1, ., -349, -2, 15, +, 0.3, -5.9
- O=C(O)CCC(=O)Nc1ccc(/C=C/C(=O)C2CC2)cc1
    -14, -1.5, 0.2, 5, -2, 27, 4, -0.9, .
- COc1cc(F)ccc1-c1csc(C(C)(NC(C)=O)c2ccccc2)n1 (configuration not stated)
    3, -2.8, ., 7, 1, 2, 3, 0.1, -2.1
- O=C(CSc1ccc(-c2ccncc2)nn1)c1ccc(Cl)cc1
    7, -0.4, -1.6, 10, -10, 2, -2, -2.4, .
- Cc1cc(N2CCCN(C)CC2)nc2cc(Cl)ccc12
    8, -3.2, 1.4, -6, -8, 19, 7, -0.5, .
- CC(C)/C=C/CN1CCC(Oc2ccc(C(=O)N3CCCC3)cc2)CC1
    -3, -2.7, 2.9, 4, -4, -5, -2, 1.6, 0.0
- CCOC(=O)Cn1c(=O)c2c(nc3n2CCCCN3c2ccc(OCC)cc2)n(C)c1=O
    -3, -3.5, -2.3, -4, 6, 10, -2, 0.4, -1.9
- CNC(=O)Oc1cccc(-c2cn3cc(OC(=O)NC)ccc3n2)c1
    -10, 3.6, -1.0, 3, 3, 21, 17, 0.5, .
- O=C(NCc1ccc(F)cc1)c1cnn2ccccc12
    -7, -2.9, -1.1, 13, -7, -3, 26, -0.3, -2.4
- CCOC(=O)C1CCN(C(c2cccs2)c2sc3nc(C)nn3c2O)CC1 (configuration not stated)
    -9, -2.7, 1.7, 6, 1, 11, -2, 0.1, -0.5
- CCNC(=S)NS(=O)(=O)c1ccc(Cl)cc1
    -3, 1.9, 0.9, 5, -10, 6, -1, -0.9, 0.2
- Cc1nc2ccc(S(=O)(=O)NC(C(=O)N3CCCCCC3)C(C)C)cc2s1 (configuration not stated)
    0, -1.0, -0.9, 10, -9, 0, 2, -0.5, -0.1

Structural class, those above with an NH in an aromatic ring
Every second line gives: PrPC TRFRET, FadD28 FP inh, UGM FP inh, CCHF vOTU inh, BoNT F protease, GDH-TPI inh, Mtb FBA inh, BoNT-A LC inh2, BioA inh
- COc1ccc(Cn2c(=O)[nH]c3cc(C(=O)N4CCN(c5ccc(C(C)=O)cc5)CC4)ccc3c2=O)cc1
    3, ., 0.5, 6, 0, 7, 0, 1.1, -1.7
- COc1cc2cc(CN(Cc3ccc4c(c3)OCO4)C(=O)c3ccco3)c(=O)[nH]c2cc1OC
    -6, 1.9, 0.0, 0, -8, 15, 8, -2.4, .

Gathered by group, the entries above containing a Cl atom (10)
Every second line gives: PrPC TRFRET, FadD28 FP inh, UGM FP inh, CCHF vOTU inh, BoNT F protease, GDH-TPI inh, Mtb FBA inh, BoNT-A LC inh2, BioA inh
- CC(Sc1nnnn1C)C(=O)Nc1cc(S(=O)(=O)N2CCCCC2)ccc1Cl (configuration not stated)
    5, -1.5, 2.7, 3, 3, 7, -1, -0.3, 0.5
- O=C(Oc1ccc(Cl)c2cccnc12)c1cccnc1
    3, -3.6, 5.4, 6, 10, -4, -4, 1.2, -1.0
- Cc1ccc(NC(=O)Cn2nc(-c3ccco3)ccc2=O)cc1Cl
    -3, -5.1, 1.6, -6, -4, 7, 9, 1.5, 0.4
- CCCCN(C(=O)Nc1ccc(Cl)cc1)C1CCN(C(C)=O)CC1
    0, -3.4, 1.2, -3, 7, -10, 1, 5.2, 2.5
- ClCCCc1cn(C[C@H]2CC[C@@H]([C@@H]3CC[C@H](Cn4cc(CCCCl)nn4)O3)O2)nn1
    -2, -1.9, -0.9, 1, 3, 5, 4, 0.4, 0.4
- O=C(O)c1ccccc1-c1cn2cc(Cl)ccc2n1
    -5, -2.8, 0.9, 11, -4, 7, 2, -0.1, .
- O=C(Nc1cccc(Cl)c1)OCc1cn(-c2ccccc2)nn1
    1, -1.7, 0.8, -14, -4, -4, 1, -0.4, 1.5
- O=C(CSc1ccc(-c2ccncc2)nn1)c1ccc(Cl)cc1
    7, -0.4, -1.6, 10, -10, 2, -2, -2.4, .
- Cc1cc(N2CCCN(C)CC2)nc2cc(Cl)ccc12
    8, -3.2, 1.4, -6, -8, 19, 7, -0.5, .
- CCNC(=S)NS(=O)(=O)c1ccc(Cl)cc1
    -3, 1.9, 0.9, 5, -10, 6, -1, -0.9, 0.2

Source: PubChem BioAssay
